# MCF10A rereplic – induces DNA re-replication in MCF 10a normal breast cells; MCF 10A DNA re-replication, Hoechst nuclear intensity, 48 h; Potency, µM (titrated, usually from 46.1 µM), without a hit: at the highest dose activity, positive = re-replication, most hits filed as activators; 350,000 tested, 2.9% active; AID 624296; also: potency is read from the fitted curve at half-maximal effect; % of control where 0% means no effect; nearly all actives have a fitted effect of over 50% in size
# IL-1B inflam inh – inflammasome signaling inhibition, IL-1 beta readout. THP-1 LPS/ATP IL-1B secretion, AlphaLISA, 16 h; active compounds read low. activity change, % at 57.5 µM. 360,000 tested, 4.7% active; in the data active = activity change below about -50%; inconclusive = mostly about -30% to -49%; also: % is scaled to controls: 0 for no effect and ±100 for the full control effect
#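 THP-1 cells pretreated 1 hr with compounds (up to 57.5 uM final), then stimulated with LPS (250 ng/mL final) plus ATP (1.25 mM final); secreted IL-1B measured by AlphaLISA after 16 hr, decreased signal indicating inhibition.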
# ATXN2 expr inh – ATXN2 expression inhibition; HEK-293 ATXN2-luciferase reporter, luminescence, 24 h; Potency, µM (series often up to 57 µM), inactives show top-dose activity change, negative = inhibition, usual class: inhibitors; 360,000 tested, 0.72% active; AID 1745845; also: potency is read from the fitted curve at half-maximal effect; % is scaled to controls: 0 for no effect and ±100 for the full control effect; nearly all actives have a fitted effect of over 55% in size
#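 ATXN2-luciferase reporter cells (luciferase flanked by upstream and downstream ATXN2 gene portions) were treated 24 h at 37 °C with compounds at up to 57 uM. SteadyGlo luminescence gave expression; GF-AFC fluorescence gave viability.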
# HT1080 IDH1KD tx – kills HT-1080 cells with IDH1 knockdown; AID 686971; HT-1080 IDH1 knockdown viability, ATP luminescence, 48 h; 360,000 tested, 2% active; Potency, µM (series often up to 46.1 µM), without a hit: top-dose activity, negative = toxicity, usual class: cytotoxic;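 also: potency is read from the fitted curve at half-maximal effect; 0% = DMSO wells and -100% = cell-free medium wells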
#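 After a 2 h attachment period, IDH1KD HT-1080 cells took pin-transferred compound for 48 h at 37 °C; ATP-based luminescence after 10 min room-temperature reagent incubation reported viability.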
# KB-V1 MDR tox – KB-V1 MDR subline cytotoxicity | KB-V1 MDR cells viability, CellTiter-Glo, 72 h | Potency, µM (highest dose often 46.1 µM), for the others: at the highest dose activity change, negative = cytotoxicity, usual class: cytotoxic | 400,000 tested, 3.4% active; also: potency is read from the fitted curve at half-maximal effect; % is scaled to controls: 0 for no effect and ±100 for the full control effect; nearly all actives have a fitted effect of over 60% in size
#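 Cytotoxicity toward P-gp-expressing KB-V1 cells was determined as loss of CellTiter-Glo luminescence after 72 h at 37 degrees C. Compounds were tested in quantitative HTS format across a concentration range, with curves fitted to normalized data.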
# KB-3-1 cytotox – kills parental KB-3-1 adenocarcinoma cells; KB-3-1 viability, CellTiter-Glo ATP luminescence, 72 h; Potency, µM (highest dose often 46.1 µM), inactives show at the highest dose activity change, negative = cytotoxic, most hits filed as cytotoxic; 400,000 tested, 1.4% active; AID 1347075; also: potency is read from the fitted curve at half-maximal effect; % is scaled to controls: 0 for no effect and ±100 for the full control effect; nearly all actives have a fitted effect of over 60% in size
#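 Cells are dispensed, compounds pinned in, plates held at 37 °C for 72 h, then CellTiter-Glo is added and luminescence read after 10 minutes. Cell line: parental KB-3-1 in phenol-red-free DMEM, 10% FBS.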
# SW480 rereplic – inducers of DNA re-replication in SW480 colon cancer cells | SW480 DNA re-replication, Hoechst DNA content imaging, 48 h | Potency, µM (doses to about 46.1 µM), for inactives: at the top dose re-replication activation, usual class: activators | 340,000 tested, 1.8% active; also: potency is read from the fitted curve at half-maximal effect; % of control where 0% means no effect; nearly all actives have a fitted effect of over 55% in size
#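 Quantitative HTS format with DMSO vehicle controls; 48 hr drug incubation at 37 C, then 40 min Hoechst staining and scanning imager measurement at 405 nm excitation.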
# HT1080-NT tox – kills 2HG-producing HT-1080-NT fibrosarcoma cells; HT-1080-NT fibrosarcoma viability, CellTiter-Glo ATP luminescence, 48 h; Potency, µM (titrated, usually from 46.1 µM), for the others: at the highest dose activity, negative = less viability, most hits filed as cytotoxic; 360,000 tested, 1.6% active; AID 686970;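 also: NT is the 2HG producing partner of a matched IDH1 knockdown line; potency is read from the fitted curve at half-maximal effect; 0% = DMSO-treated cells and -100% = media-only wells without cells; nearly all actives have a fitted effect of over 55% in size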
#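 Read-out is CellTiter-Glo luminescence after 10 minutes at room temperature, following 48 hours' compound treatment of HT-1080-NT cells (750 cells/well, RPMI, 5% FBS, 37 degrees C).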
# WRN helicase inh – inhibitors of human WRN helicase; WRN helicase unwinding, fluorescent forked duplex, kinetic; AID 651768; 360,000 tested, 0.46% active; Potency, µM (highest dose often 114 µM), for inactives: top-dose activity change, negative = inhibition, most hits filed as inhibitors; also: potency is read from the fitted curve at half-maximal effect; % is scaled to controls: 0 for no effect and ±100 for the full control effect; nearly all actives have a fitted effect of over 55% in size
# Target sequence (Q14191 whole entry, looked up): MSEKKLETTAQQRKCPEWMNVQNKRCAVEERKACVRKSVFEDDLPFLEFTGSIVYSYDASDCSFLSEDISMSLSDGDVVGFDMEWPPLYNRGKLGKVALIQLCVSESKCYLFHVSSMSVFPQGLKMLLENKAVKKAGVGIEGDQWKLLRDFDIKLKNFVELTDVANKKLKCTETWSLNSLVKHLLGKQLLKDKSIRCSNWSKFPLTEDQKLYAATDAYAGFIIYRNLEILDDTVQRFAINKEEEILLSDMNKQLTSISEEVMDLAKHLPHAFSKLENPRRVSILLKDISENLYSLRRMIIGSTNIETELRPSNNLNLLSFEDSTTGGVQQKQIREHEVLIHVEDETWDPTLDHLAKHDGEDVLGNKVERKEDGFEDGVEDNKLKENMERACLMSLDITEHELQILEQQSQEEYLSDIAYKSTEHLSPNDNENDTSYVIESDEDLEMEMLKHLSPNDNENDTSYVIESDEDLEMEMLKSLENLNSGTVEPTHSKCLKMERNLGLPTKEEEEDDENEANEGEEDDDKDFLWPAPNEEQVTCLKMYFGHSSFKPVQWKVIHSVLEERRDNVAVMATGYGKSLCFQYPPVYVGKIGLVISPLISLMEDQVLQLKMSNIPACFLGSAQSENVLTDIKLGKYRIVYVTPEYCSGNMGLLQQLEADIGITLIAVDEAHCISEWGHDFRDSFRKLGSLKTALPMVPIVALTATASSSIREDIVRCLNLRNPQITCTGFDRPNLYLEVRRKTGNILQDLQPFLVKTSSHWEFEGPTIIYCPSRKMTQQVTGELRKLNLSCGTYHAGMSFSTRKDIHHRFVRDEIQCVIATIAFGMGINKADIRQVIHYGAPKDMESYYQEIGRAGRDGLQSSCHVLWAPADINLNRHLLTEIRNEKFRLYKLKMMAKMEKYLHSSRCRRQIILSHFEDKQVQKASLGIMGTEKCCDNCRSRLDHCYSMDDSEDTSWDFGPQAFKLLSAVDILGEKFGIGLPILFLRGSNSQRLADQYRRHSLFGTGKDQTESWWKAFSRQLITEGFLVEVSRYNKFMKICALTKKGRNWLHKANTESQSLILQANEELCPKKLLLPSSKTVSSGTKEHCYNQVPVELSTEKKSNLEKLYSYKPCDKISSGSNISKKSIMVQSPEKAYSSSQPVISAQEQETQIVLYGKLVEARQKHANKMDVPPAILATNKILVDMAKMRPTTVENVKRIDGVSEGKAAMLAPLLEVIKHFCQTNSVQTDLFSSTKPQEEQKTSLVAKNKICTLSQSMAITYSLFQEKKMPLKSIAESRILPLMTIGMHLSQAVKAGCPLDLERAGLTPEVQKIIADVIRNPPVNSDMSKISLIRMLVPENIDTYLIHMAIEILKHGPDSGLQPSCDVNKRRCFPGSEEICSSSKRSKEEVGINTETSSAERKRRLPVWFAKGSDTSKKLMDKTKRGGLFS
#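 Kinetic red-fluorescence monitoring (525/598 nm) tracks WRN helicase activity after 100 nM fluorophore-quencher forked duplex and 2 mM ATP are added to 20 nM enzyme pretreated 15 min at room temperature with compound.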
# Numbers without * were called inactive; ? = inconclusive; / = not tested or not shown; & = joins results of further samples; [ ] = dose if it differs, or a comment. Unless noted, calls follow the shape of the dose curve; as a rule, active = well fitted curve in the direction sought with a large enough effect; inconclusive = small, poorly fitted or top-dose-only effect, or another doubt; inactive = no such curve, though single readings can be large; an effect the other way counts as inactive or inconclusive.
Structure,MCF10A rereplic,IL-1B inflam inh,ATXN2 expr inh,HT1080 IDH1KD tx,KB-V1 MDR tox,KB-3-1 cytotox,SW480 rereplic,HT1080-NT tox,WRN helicase inh
O=C(Nc1cccc(S(=O)(=O)N2CCOCC2)c1)c1ccccc1[N+](=O)[O-],1%,5,/,5%,0%,4%,-9%,4%,4%
CCN1C(=O)[C@H]2[C@@H](c3ccc(C)cc3)N3C(=O)N(c4cccc(F)c4)C(=O)[C@@]3(Cc3ccc(Cl)cc3)[C@H]2C1=O,5%,-11,6%,-1%,5%,6%,-1%,-1%,8%
COc1cc2ccnc(C=NO)c2cc1OC,/,?,/,?,?,-21%,/,-10%,-3%
O=C(O)c1cc(-c2cccs2)nn1-c1ccccc1,5%,8,1%,0%,4%,0%,1%,-5%,2%
COc1ccc(N2CCN(C(=O)CCS(=O)(=O)c3ccc(OC)cc3)CC2)cc1,-9%,0,/,13%,-17%,-11%,-6%,1%,6%
CCOc1ccc(S(=O)(=O)NCCc2cn3ccccc3n2)cc1,13%,0,-7%,-14%,/,/,-1%,-1%,?
Cc1ccc(CNC(=O)CC(C)S(=O)(=O)c2cc3c(cc2C)NC(=O)CO3)cc1 (stereo not drawn),2%,-5,5%&1%,3%,-14%&22%,-6%&5%,-1%,-2%,1%
Fc1ccc(-c2nnc(SCc3ncc(-c4ccccc4)o3)n2CC2CCCO2)cc1 (stereo not drawn),5%,?,-16%,2%,?,1%,-6%,7%,6%
COc1cc(NC(=O)CCN2CCN(c3ccccc3F)CC2)cc(OC)c1,?,?,-3%,-3%[9.24 µM],9%,6%,-1%,-28%,-10%[57.1 µM]
COc1ccc(-c2ccc(CN3C(C(C)C)C(=O)N(Cc4cn(CC5CCCCC5)nn4)CCS3(=O)=O)cc2)cc1 (stereo not drawn),/,-6,-6%,-27%,?,?,/,-19%,0%
Nc1ccc(C23CC4CC(CC(CO)(C4)C2)C3)cc1,3%,-5,15%,4%,8%,-4%,-22%,1%,-2%
Cc1cc(NC(=O)CSc2nnc(C(C)N(C)C)n2Cc2ccccc2)no1 (stereo not drawn),1%,10,-13%,5%,?,14%,4%,1%,-1%
CCCN1C(=O)C(NC(C)=O)c2cc(OC)ccc21 (stereo not drawn),6%,37,-7%,-1%,?,?,?,0%,1%
O=C(Nc1ccc(NC(=O)C23CC4CC(CC(C4)C2)C3)cn1)c1ccco1,?,-1,34%[activator],-8%,-2%,-15%,5%,-24%,2%[57.1 µM]
COc1ccc(-c2csc(N3CCC(c4ccccc4)C3)n2)cc1 (stereo not drawn),11%,-17,23%,22%,-18%,-8%,-28%,28%,-2%
CC1(C(=O)NCc2ccccc2)CN(S(C)(=O)=O)CC(=O)N1CCc1ccc(O)cc1 (stereo not drawn),/,-6,/,12%,-5%,1%,/,2%,2%
O=S(=O)(c1cccc2cccc(Cl)c12)N1CCCC1,1%,?,-33%,-5%,3%,-8%,-47%[inhibitor],1%,0%
Cc1ccc(N(CC(=O)NC2CCCC2)C(=O)CNC(=O)c2cccs2)c(C)c1,11%,12,-2%,17%,-5%,-1%,-1%,17%,3%
O=C(C1CCCN(S(=O)(=O)c2cccnc2)C1)N1CCn2c1nc1ccccc12 (stereo not drawn),8%,-14,5%,-3%,-8%,-10%,6%,18%,-16%
COc1ccc(CNC(=O)c2ccc3ccccc3n2)cc1,1%,29,/,8%,-1%,1%,-4%,8%,-8%
O=C(COC(=O)/C=C/c1ccc(Cl)cc1)Nc1cccc(S(=O)(=O)NC2=NCCCCC2)c1,0%,-9,7%,2%,-3%,7%,0%,2%,-8%
Cc1cccc2cc(COC(=O)C3CCCO3)c(=O)[nH]c12 (stereo not drawn),2%,27,-1%,4%,-14%,7%,-6%,10%,7%
O=C(Nc1ccc(S(=O)(=O)Nc2nccs2)cc1)c1nn(-c2ccccc2)ccc1=O,-1%,-13,/,12%,11%,-1%,2%,12%,79µM*
CC(=O)Nc1cc(-c2ccc(F)cc2)[nH]n1,-1%,33,19%,14%,0%,21%,-4%,4%,-18%
CN1C(N)=NC(=O)/C1=C/c1ccc(F)cc1,-1%,-28,/,0%,8%,0%,-3%,9%,-1%
COc1ccc(NC(=O)CN(c2cc(C)cc(C)c2)S(=O)(=O)c2c(C)n[nH]c2C)cc1,?,-8,-13%,?,?,-15%,?,?,2%
CCCN(C(=O)c1cccc(S(=O)(=O)N2CCN(Cc3ccccc3)CC2)c1)C1CCS(=O)(=O)C1 (stereo not drawn),8%,0,2%,5%,?,-12%,-9%,2%,1%
O=C(NCCC1=CCCCC1)c1ccc(CN2CCOCC2)cc1,2%,17,8%,-11%,?,0%,-1%,-6%,4%[57.1 µM]
COc1ccc(-c2[nH]ncc2CNC(C)CCn2cccn2)cc1F (stereo not drawn),4%,-13,-11%,-1%,6%,2%,0%,4%,-4%
Cc1ccc(S(=O)(=O)N(C)C)cc1NC(=O)COC(=O)C1=COCCO1,3%,20,/,4%,?,-1%,0%,3%,-2%
CCc1cccc(CC)c1N(COC)C(=O)Cn1c(C(C)O)nc2ccccc21 (stereo not drawn),7%,-2,-10%,14%,-13%,-14%,-12%,0%,-2%
Cc1ccccc1OCC(=O)NC(=S)Nc1ccc(N2CCCC2)cc1,0%,5,-10%,20%,26%,-9%,11%,24%,-2%

# Some of these compounds in order of their number in IL-1B inflam inh, descending:
structure	IL-1B inflam inh	SW480 rereplic	WRN helicase inh
CCCN(C(=O)c1cccc(S(=O)(=O)N2CCN(Cc3ccccc3)CC2)c1)C1CCS(=O)(=O)C1 (stereo not drawn)	0	-9%	1%
COc1ccc(NC(=O)CN(c2cc(C)cc(C)c2)S(=O)(=O)c2c(C)n[nH]c2C)cc1	-8	?	2%
COc1ccc(-c2[nH]ncc2CNC(C)CCn2cccn2)cc1F (stereo not drawn)	-13	0%	-4%

# Going on with the list.
Structure,MCF10A rereplic,IL-1B inflam inh,ATXN2 expr inh,HT1080 IDH1KD tx,KB-V1 MDR tox,KB-3-1 cytotox,SW480 rereplic,HT1080-NT tox,WRN helicase inh
COC(=O)c1sccc1NC(=O)Nc1cccc(C)c1C,0%,6,7%,5%,14%,1%,-1%,14%,1%
CCSc1nnc(Cc2cc(=O)[nH]c(=O)[nH]2)n1-c1ccc(Cl)cc1,-2%,0,8%,1%,2%,6%,-4%,9%,7%
O=C(O)C1=C[C@@H](c2ccccc2)C[C@@H](OCc2ccc(CO)cc2)O1,-4%,6,2%,10%,24%,15%,-9%,12%,-2%
Cc1ccc(C)c(C(C)NC(=O)c2ccc(Br)o2)c1 (stereo not drawn),2%,-57*,-9%,2%,?,-18%,-11%,-3%,-5%
O=C(NCCS(=O)(=O)N1CCN(c2cccc(Cl)c2)CC1)C1CC1,2%,0,-6%,2%,15%,1%,-3%,7%,4%
COc1ccc(CCNc2ncnc3sccc23)cc1OC,12%,-8,-26%,?,?,?,-5%,?,-5%
Cc1ccc(-c2nn(-c3ccccc3)cc2/C=C(\C#N)c2cccc(C#N)c2)o1,?,15,-3%,5%,0%,3%,?,0%,-8%
Cc1cc(-c2ccccc2)[nH]c(=O)c1S(=O)(=O)c1ccc(Cl)cc1,7%,24,-19%,-20%,-3%,5%,11%,-14%,5%
CC1Cc2ccccc2N1Cc1nc2cc(C(F)(F)F)ccc2c(=O)[nH]1 (stereo not drawn),?,-5,?,-25%,0%,0%,6%,-24%,-20%
CN(Cc1ccccc1F)C(=O)CNC(=O)Cc1cccc2ccccc12,10%,12,4%,8%,?,0%,-2%,1%,-13%
O=C(Nc1cccnc1)C1Cc2c(-c3ccc4c(c3)OCO4)ccnc2O1 (stereo not drawn),/,-57*,?,?,?,-15%,/,?,-9%[57.1 µM]
CCn1c(=O)c([N+](=O)[O-])c(N2CCSCC2)c2ccccc21,?,-18,-2%,-13%,-29%,?,-3%,-18%,-17%
Cc1ccc(-c2nnn(CC(=O)N(Cc3cccs3)C(C(=O)NC3CCCC3)c3ccco3)n2)o1 (stereo not drawn),?,-3,1%,4%,?,5%,4%,3%,9%
COc1ccc(/C=C2\SC(=S)N(CCC(=O)Nc3cccc(C(=O)O)c3)C2=O)cc1OC,-4%,8,3%,11%,0%,10%,-9%,6%,-22%
C=CCN=C1SC(CC)C(=O)N1S(=O)(=O)c1ccc(C)cc1 (stereo not drawn),-2%,18,-8%,10%,20%,7%,1%,13%,-10%
NS(=O)(=O)c1ccc(CNC(=O)c2ccc(Cl)c([N+](=O)[O-])c2)cc1,4%,?,-28%,7%,5%,27%,0%,1%,-3%
C=CCN1C(=O)/C(=C\c2ccc(Cl)cc2)N=C1SCC(=O)NCCC,-3%,6,-7%,-4%,?,-3%,-7%,-2%,2%
CC1CCN(CCCCOc2ccccc2F)CC1,?,-6,-33%,13%,11%,6%,20%,16%,-7%
COc1cc(/C=C/C(=O)OC(C)C(=O)Nc2c(C)n(C)n(-c3ccccc3)c2=O)ccc1O (stereo not drawn),4%,9,10%,10%,0%,12%,-11%,12%,-9%
COc1cccc(/C=C/C(=O)OCC(=O)c2c[nH]c3ccccc23)c1,17%,24,-10%,-5%,15%,16%,?,-3%,18%
CC(=O)c1oc2ccccc2c1NC(=O)COC(=O)c1ccc(-n2nc(C)cc2C)cc1,1%,29,-6%,-4%,7%,26%,0%,2%,-5%
Cc1onc(-c2ccccc2Cl)c1C(=O)NCc1cccnc1,12%,-14,2%,-2%,24%,0%,5%,-1%,1%
Cn1c(=O)c2c(nc(NCCNC(=O)c3ccco3)n2Cc2ccccc2Cl)n(C)c1=O,16%,21,-5%,1%,-29%,-20%,1%,13%,-5%
